PP1 counter = PP1-alpha phosphatase inhibitors, primary screen, counter-screen for PP5 inhibitor project, biochemical, fluorescence, OMFP substrate, single point. Serine/threonine-protein phosphatase PP1-alpha catalytic subunit (Homo sapiens), P62136. purified PP1alpha. inhibition, % at 6.7 µM. 320,000 compounds, 0.9% hits. AID 2235, 2010;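 active = inhibition above the mean inhibition of all tested compounds plus 3 SD, computed separately for each screening campaign, cut at about 15% in these data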
Target sequence (P62136 whole entry, looked up): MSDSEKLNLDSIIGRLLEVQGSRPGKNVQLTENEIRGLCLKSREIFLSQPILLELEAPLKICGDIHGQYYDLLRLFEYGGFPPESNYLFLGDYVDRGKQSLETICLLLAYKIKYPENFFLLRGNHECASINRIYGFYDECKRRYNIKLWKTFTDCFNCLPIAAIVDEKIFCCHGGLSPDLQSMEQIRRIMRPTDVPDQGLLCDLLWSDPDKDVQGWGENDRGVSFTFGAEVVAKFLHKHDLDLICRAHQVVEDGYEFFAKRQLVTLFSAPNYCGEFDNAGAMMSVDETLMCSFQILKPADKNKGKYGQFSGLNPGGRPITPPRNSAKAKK
TPT1 inh = Candida albicans TPT1 enzyme inhibitors, primary screen, biochemical, fluorescence polarization | tRNA 2'-phosphotransferase TPT1 (Candida albicans SC5314) | recombinant caTPT1, FP RNA substrate dephosphorylation | inhibition, % at 5 µM | 300,000 compounds, 0.81% hits | AID 1962, 2009;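 active = inhibition above the mean of all tested compounds plus 3 SD, set per screening campaign, cut at about 24% in these data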;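 note: plate controls were DMSO alone for no effect and ferristatin control at 100 nM for full effect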
PP5 primary = PP5 phosphatase inhibitors, primary screen, biochemical, fluorescence | Serine/threonine-protein phosphatase 5 (Homo sapiens), P53041 | purified PP5c, OMFP substrate fluorescence | inhibition, % at 6.7 µM | 320,000 compounds, 0.18% hits | AID 1987, 2009;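 active = inhibition above the campaign's mean inhibition across all tested compounds plus 3 SD, cut at about 9.5% in these data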;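 note: 0% = DMSO only and 100% = 100 µM cantharidin control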
procasp7 counter = procaspase-7 activators, primary screen, counter-screen for procaspase-3 activator project, biochemical, absorbance, HTS, human; Caspase-7 (Homo sapiens), P55210; recombinant procaspase-7, Ac-DEVD-pNA absorbance 405 nm; D23A/D198A/D206A triple mutant, cannot self-cleave; scale: DMSO 0, 5 µM enzyme 100; activation, % at 8.5 µM; 330,000 compounds, 0.093% hits; AID 463210, 2010;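 active = percent activation above the screen-wide mean plus 3 SD, cut at about 25% in these data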
Target sequence (P55210 whole entry D23A/D198A/D206A): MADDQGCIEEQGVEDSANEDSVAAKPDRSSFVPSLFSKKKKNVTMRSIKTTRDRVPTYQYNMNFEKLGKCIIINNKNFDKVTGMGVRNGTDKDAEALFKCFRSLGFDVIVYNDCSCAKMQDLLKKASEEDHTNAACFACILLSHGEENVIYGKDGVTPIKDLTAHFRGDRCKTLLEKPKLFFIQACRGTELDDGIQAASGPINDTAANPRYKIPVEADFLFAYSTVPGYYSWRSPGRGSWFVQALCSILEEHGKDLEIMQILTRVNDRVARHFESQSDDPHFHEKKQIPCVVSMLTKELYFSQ
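Replicates: singlicate. Assay system: Procaspase-7 triple mutant (PC-7 D3A). Signal: 405 nm absorbance of p-nitroaniline. Times: 1 h preincubation, 2 h reaction. Buffer or medium: Zinc-free HEPES pH 7.4 with 300 mM NaCl, 0.01% Triton X-100. Also added: DEVD-pNA substrate. Benchmarks: DMSO wells as 0%, DMSO with 5 µM added PC-7 as 100%.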
procasp3 activ = activators of human procaspase-3 D3A mutant, primary screen, biochemical, absorbance, PC-3 D3A mutant, single concentration; Caspase-3 (Homo sapiens), P42574; recombinant procaspase-3 D3A, Ac-DEVD-pNA absorbance 405 nm; activation, % at 8.5 µM; 330,000 compounds, 0.11% hits; AID 463141, 2010;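 active = activation above the mean of all tested compounds plus 3 SD, cut at about 21% in these data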;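 note: 0% = DMSO alone and 100% = DMSO wells spiked with extra 5 µM PC-3 D3A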
Target sequence (P42574 whole entry D9A/D28A/D175A): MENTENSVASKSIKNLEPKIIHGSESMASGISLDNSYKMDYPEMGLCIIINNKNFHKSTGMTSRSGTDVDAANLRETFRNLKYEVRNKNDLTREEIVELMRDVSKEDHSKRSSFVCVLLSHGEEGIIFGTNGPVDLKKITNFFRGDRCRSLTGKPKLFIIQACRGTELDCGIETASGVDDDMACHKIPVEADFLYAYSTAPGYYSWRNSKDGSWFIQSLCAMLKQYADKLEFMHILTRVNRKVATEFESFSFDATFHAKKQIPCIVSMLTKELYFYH
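Assay system: Autoprocessing-dead procaspase-3 D3A mutant enzyme; also added: Ac-DEVD-pNA; doses: one concentration, 8.5 µM nominal, 0.8% DMSO; times: 1 h compound preincubation, 2 h substrate hydrolysis at 25 °C; technique: 405 nm absorbance of p-nitroaniline, reads at 0 and 120 min; measure: % activation between DMSO and enzyme-spiked controls; repeats: single replicate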
PAFAH2 FP inh = PAFAH2 enzyme inhibitors, primary screen, biochemical, fluorescence polarization, human; Platelet-activating factor acetylhydrolase 2, cytoplasmic (Homo sapiens), Q99487; recombinant PAFAH2, FP-rhodamine activity probe; inhibition, % at 3.39 µM; 340,000 compounds, 0.99% hits; AID 492956, 2010;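 active = inhibition above the mean over all tested compounds plus 3 SD, cut at about 30% in these data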;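 note: inhibitors block probe labeling of enzyme so polarization drops; 0% = enzyme with DMSO and 100% = wells lacking PAFAH2 protein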
AHR act = AHR activators, primary screen, cell-based, luminescence, luciferase reporter, human | 320,000 compounds, 2.5% hits | activation, % at 5 µM | Aryl hydrocarbon receptor (Homo sapiens), P35869 | AHR-responsive luciferase reporter cells; in the data active = activation above about 47%;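 note: 0% = vehicle wells and 100% = reference agonist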
HCV core dimer = inhibitors of HCV core protein dimerization, primary screen, biochemical, TR-FRET, high-throughput; TR-FRET GST/Flag-core106 dimerization, 1536-well; inhibition, % at 5 µM; 300,000 compounds, 0.33% hits;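 active = inhibition above the mean of all tested compounds plus 3 SD, set per screening campaign, cut at about 45% in these data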
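Material: GST/Flag-tagged HCV core106 proteins. Incubation: 4 h, 22.5 °C incubation. Read-out basis: inhibition (%) from 671 over 617 nm ratio. Measured by: TR-FRET, excitation 340 nm, emission 617 and 671 nm.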
Fh CTSL1 inh = Fasciola hepatica cathepsin L1 inhibitors, primary screen, counter-screen for PFM18AAP inhibitor project, biochemical, QFRET, fluorogenic peptide substrate; 300,000 compounds, 0.49% hits; recombinant F. hepatica cathepsin L1, Z-Leu-Arg-MCA fluorescence; AID 1906, 2009; inhibition, % at 5.96 µM;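 active = inhibition above the mean of all tested compounds plus 3 SD, set per screening campaign, cut at about 17% in these data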;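 note: 0% = plate median of test compound wells and 100% = 1 µM Z-Phe-Ala-diazomethylketone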
* hit, by the source's call; · = no result given.

SMILES	PP1 counter	TPT1 inh	PP5 primary	procasp7 counter	procasp3 activ	PAFAH2 FP inh	AHR act	HCV core dimer	Fh CTSL1 inh
Cc1cc(OCC(=O)N(C)C2CCCCC2)ccc1Cl	1	3	3.4	7	4	5	8	0	0
O[C@@H](CNC[C@H](O)c1ccccc1)c1ccccc1	0	-5	2.4	8	3	3	2	0	2
Cn1c(=O)c(-c2ccccc2)nc2ccccc21	2	-3	0.1	-7	-3	0	55*	-3	2
CCN1CCN(Cc2nc3ccc([N+](=O)[O-])cc3c(=O)n2-c2ccc(OC)cc2OC)CC1	2	-1	2.2	2	6	0	16	-7	4
Cc1nnc(SC(C)C(=O)N(C)C2CCCCC2)n1N (configuration not stated)	-2	·	0.4	-4	-2	-5	7	·	·
COc1cccc(C(c2nnnn2Cc2ccccc2)N2CCN(C(=O)c3ccco3)CC2)c1OC (configuration not stated)	-1	0	-1.7	-14	-5	3	3	13	2
Cc1cccc(C(=O)N2CCCC(Nc3ccc(C)c(C)c3)C2)n1 (configuration not stated)	1	1	-0.7	-4	10	-2	3	5	1
CC1(C)N([O-])c2cc([N+](=O)[O-])ccc2[N+]1=O	2	-1	2.8	-26	-18	·	7	-16	0
CCN(CC)C(=O)NC1CC(=O)N(c2ccc(OC)cc2)C1 (configuration not stated)	-1	-1	-0.4	4	1	1	5	-4	1
C#CCOCCOCCOCCNc1nc(N2CCN(C(=O)CCCCCCCCCCNC(=O)Cn3cc(CCCCCN)nn3)CC2)nc(N2CCN(C(=O)CCCCCCCCCCNC(=O)[C@@H](CCSC)n3cc(CCO)nn3)CC2)n1	36*	1	0.8	6	-2	1	-4	-6	10

SMILES	PP1 counter	TPT1 inh	PP5 primary	procasp7 counter	procasp3 activ	PAFAH2 FP inh	AHR act	HCV core dimer	Fh CTSL1 inh
CC(=O)N1c2ccc(S(=O)(=O)N(C)CC(=O)NCc3ccc(C)cc3)cc2CC1C (configuration not stated)	0	1	0.7	1	0	2	1	-5	7
Cc1nc2c(C)cccn2c1/C(O)=C1\C(=O)C(=O)N(CCN(C)C)C1c1ccncc1 (configuration not stated)	-5	-2	-2.5	-5	-8	6	-1	-1	2
CCn1cc(Br)c(C(=O)Nc2ccc(OC)cc2)n1	1	-3	1.7	0	1	3	24	-7	-3
Nc1ccc(CN2CCCCCC2)cc1	-4	-5	-1.3	14	6	0	1	-3	1
O=C(N/N=C/C=C/c1ccccc1[N+](=O)[O-])c1cccs1	-3	-4	0.0	4	7	25	14	-3	3
CCOc1ccc(CCNC(=O)COC(=O)c2oc3ccccc3c2COC)cc1OCC	-4	·	-1.3	7	5	-11	2	·	·
CCC(C(=O)NC1CCCC1)N(Cc1ccco1)C(=O)CNS(=O)(=O)c1ccccc1 (configuration not stated)	1	1	2.5	1	-2	2	0	-5	-3
COc1cc2c(cc1OC)CN(CC(=O)Nc1ccc(C)cc1)CC2	-3	1	1.1	2	-3	1	0	-1	2
Cc1ccc(S(=O)(=O)N2c3ccc(S(N)(=O)=O)cc3CC2C)cc1 (configuration not stated)	-3	1	3.9	-5	0	2	0	-1	1
O=C(CCN1C(=O)C2C3C=CC(C3)C2C1=O)NCc1cccnc1 (configuration not stated)	-11	-3	-3.7	-2	0	-8	2	2	3

SMILES	PP1 counter	TPT1 inh	PP5 primary	procasp7 counter	procasp3 activ	PAFAH2 FP inh	AHR act	HCV core dimer	Fh CTSL1 inh
CN(C)CCCOC(=O)c1ccc(Br)cc1	-4	-3	3.4	-2	0	-1	6	-7	-2
Cc1cc(N2CCOCC2)nc(SCC(=O)c2ccc(Cl)cc2)n1	-2	-3	1.5	6	-7	6	7	-1	-2
Cc1c(C(=O)/C=C/N(C)C)nnn1-c1ccc(Cl)cc1C#N	0	5	1.1	-2	0	9	3	11	5
O=C(NC(=S)Nc1ccc(Cl)c(C(=O)O)c1)c1ccco1	2	-1	2.0	-11	6	6	1	10	-1
O=C(O)c1ccc(Nc2nc3ccccc3nc2NS(=O)(=O)c2ccc(F)cc2)cc1	1	-1	1.7	4	-3	7	1	11	9
CCOc1cc(CNc2ccccc2)cc(Br)c1OCC(=O)NC(C)(C)C	0	-3	2.0	10	-1	0	2	9	1
CC(=O)c1cccc(NC(=O)CSc2n[nH]c(-c3ccncc3)n2)c1	-1	·	1.6	10	5	-1	1	·	·
COc1cc2[nH]c(=S)nc(NCc3cccs3)c2cc1OC	-1	-4	2.7	5	4	4	60*	1	1
Fc1ccc(-c2nnc(CSc3nnc(-c4cccs4)o3)o2)cc1	1	0	-1.9	4	0	5	1	16	-1
CCOC(=O)c1[nH]c(=O)[nH]c1CN(Cc1ccco1)Cc1[nH]c(=O)[nH]c1C(=O)OCC	-4	-1	0.1	-3	1	8	1	6	-5

SMILES	PP1 counter	TPT1 inh	PP5 primary	procasp7 counter	procasp3 activ	PAFAH2 FP inh	AHR act	HCV core dimer	Fh CTSL1 inh
CCOc1ccc(S(=O)(=O)NCC2CCCO2)c2ccccc12 (configuration not stated)	-2	-5	-1.3	-5	-5	12	1	-3	2
O=C(NNc1c(Cl)cccc1Cl)C1CCC1	-3	3	1.8	1	-2	3	2	-4	-1
CN(CCC#N)C(=O)COC(=O)/C=C/c1cccs1	-4	1	-1.0	5	5	3	-1	4	1
CC(C)=C1C2CCC1C1C(=O)N(CCc3ccccc3)C(=O)C21 (configuration not stated)	-1	0	2.0	5	-4	-3	-2	0	0
Cc1c(C(=O)C(=O)N2CCCc3ccccc32)c2ccccc2n1C	0	3	1.5	3	8	0	3	-1	-5
Cc1cc(C)n(CCNS(=O)(=O)c2ccc(C)c(C)c2)n1	-2	1	-0.1	2	2	6	-5	-6	2
Cc1c(Cl)cccc1NS(=O)(=O)c1cn(C)c(=O)n(C)c1=O	-4	-1	-2.0	9	1	4	-3	-9	0
COc1cc(OC)c(NC(=O)c2ccccc2F)cc1Cl	-1	7	0.4	5	-9	9	27	-5	1
COc1ccc(C(=O)Nc2cc([N+](=O)[O-])ccc2N2CCN(C)CC2)cc1	0	-3	0.5	1	4	-8	12	0	1
Cc1ccc(-c2ccc(C3C(C#N)=C(N)Oc4n[nH]c(C)c43)o2)cc1 (configuration not stated)	3	35*	3.8	-2	1	-1	5	-1	-1

SMILES	PP1 counter	TPT1 inh	PP5 primary	procasp7 counter	procasp3 activ	PAFAH2 FP inh	AHR act	HCV core dimer	Fh CTSL1 inh
COc1ccc(CN2CCCCCC2)cc1OC	-2	0	0.2	0	11	·	-2	-1	0
O=C(CSc1nc(O)cc(=O)n1-c1ccccc1)NCc1ccccc1	3	3	2.7	14	-3	-4	-1	-1	-1
Cc1cccc(CNC(=O)C2CCC(=O)N(C3CCCC3)C2)c1 (configuration not stated)	-8	-3	1.3	0	1	1	-1	3	-6
CC(C)N1CCN(Cc2ccccc2-c2ccco2)CC1CCO (configuration not stated)	-1	6	-0.5	-4	12	6	3	-1	-3
COc1cc(/C=C2\C(=N)N3N=C(S(=O)(=O)CC(C)C)SC3=NC2=O)ccc1OC(=O)c1ccco1	-3	7	-2.2	14	3	·	-1	8	-1
CCN1C(=NCCc2c[nH]c3ccccc23)N[C@@H](c2ccccc2)[C@H](C(=O)OC)[C@H]1C	1	-1	1.6	-5	-1	8	19	2	-2
COc1ccc(OC)c(-c2cc(C(=O)N3CCN(c4ncccn4)CC3)c3ccccc3n2)c1	-1	-1	2.3	0	3	-5	10	10	-2
O=C(/C=C/c1ccncc1)c1cc(Cl)ccc1O	4	-2	1.4	-8	-7	12	16	-7	2
Cc1noc(C)c1COC(=O)c1ccc(F)c(S(=O)(=O)N2CCOCC2)c1	-4	·	0.9	4	0	9	-1	·	·
CC1CCN(S(=O)(=O)c2ccc(N/N=C(/C#N)C(N)=O)cc2)CC1	0	-1	-1.4	-8	-12	8	-1	5	6

SMILES	PP1 counter	TPT1 inh	PP5 primary	procasp7 counter	procasp3 activ	PAFAH2 FP inh	AHR act	HCV core dimer	Fh CTSL1 inh
CC(C)c1ccc(N=C(N)N=C(N)N)cc1	1	-1	-1.0	0	3	0	-1	0	1
Cc1sc2nc(C)n(/N=C/c3ccc(O)cc3O)c(=O)c2c1C	-3	-2	-1.8	3	-7	4	7	4	9
Cc1ccc(Cl)c(OCC(=O)Nc2sc(C)c(C)c2C#N)c1	8	3	1.6	-5	-4	-12	-3	-2	-4
COc1ccc(OC)c(CCNC(=O)CCC(=O)N2CCOc3ccc(C)cc32)c1	-6	-2	-9.8	-1	3	2	37	-3	1
O=C(NCC1CCCO1)c1cc2ccccc2nc1Cl (configuration not stated)	-1	0	3.1	12	2	-9	1	1	4
Cc1noc(C)c1C(=O)N1CCC(C(=O)c2ccc(F)cc2F)CC1	-2	-1	0.1	2	4	1	-2	-3	-5

Compound activity deposited in PubChem by The Scripps Research Institute Molecular Screening Center.
